# RGS7-Gao reg: human RGS7-Galphao interaction regulation | binding response (% of control), % at 10 µM | AID 1439 | Multiplexed bead flow cytometry, RGS7-Galphao binding; actives lie on both sides | actives 0.35% (n = 220,000) | P09471; in the data active means binding response below about 49% or above about 150%; inconclusive means no clear call, values can overlap the other calls; inactive means in between;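 further: fluorescent Galphao held in activated GDP-AlF4 state binding bead-coupled RGS7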
# Target sequence (P09471 whole entry, looked up): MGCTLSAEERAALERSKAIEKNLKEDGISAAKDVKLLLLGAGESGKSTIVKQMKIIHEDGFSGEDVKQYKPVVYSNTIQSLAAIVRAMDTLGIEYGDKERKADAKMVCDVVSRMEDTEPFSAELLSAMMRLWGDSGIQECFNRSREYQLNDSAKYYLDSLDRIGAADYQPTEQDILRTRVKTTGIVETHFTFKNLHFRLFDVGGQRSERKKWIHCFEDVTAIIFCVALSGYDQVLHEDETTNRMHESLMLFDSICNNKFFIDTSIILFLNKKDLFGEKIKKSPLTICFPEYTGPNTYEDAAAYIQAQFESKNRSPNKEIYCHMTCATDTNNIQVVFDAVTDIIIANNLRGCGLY
# Bcl-2 Bim block: inhibitors of Bim-Bcl-2 interaction, human | P10415 | Bead-based flow cytometry, Bim peptide-Bcl-2 binding | inhibition, % at 10 µM | actives 0.06% (n = 190,000) | AID 950; in the data active means inhibition above about 40%; inconclusive means no clear call, values can overlap the other calls;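 further: 0% = no compound wells with probe peptide and 100% = reference peptide inhibitor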
# Target sequence (P10415 whole entry, looked up): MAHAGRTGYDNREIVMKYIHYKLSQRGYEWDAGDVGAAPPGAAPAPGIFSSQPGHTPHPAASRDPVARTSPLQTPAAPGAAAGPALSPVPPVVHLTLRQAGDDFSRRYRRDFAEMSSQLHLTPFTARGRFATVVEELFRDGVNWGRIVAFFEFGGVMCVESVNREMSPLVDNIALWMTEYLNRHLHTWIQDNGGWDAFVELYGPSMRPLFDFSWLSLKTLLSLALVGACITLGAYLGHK
# Bfl-1 Bim block: inhibitors of Bim-Bfl-1 interaction, human | Q16548 | Bead-based flow cytometry, Bim-Bfl-1 binding inhibition | actives 0.12% (n = 190,000) | inhibition, % at 10 µM;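 further: 0% = wells without compound plus tracer and 100% = blocker peptide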
# RGS8-Gao: human RGS8-Galphao interaction regulation; P09471; multiplexed bead flow cytometry, RGS8-Galphao binding; actives lie on both sides; response (percent of control binding), % at 10 µM; actives 0.34% (n = 220,000); AID 1423; in the data active means response below about 60% or above about 140%; inactive means in between;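 further: Galphao activated as the GDP aluminium fluoride complex binding bead-coupled RGS8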
# Bim-Mcl-1: disrupts Bim peptide binding to human Mcl-1; Q07820; Bead-based flow cytometry, Bim peptide-Mcl-1 binding; inhibition, % at 10 µM; actives 0.1% (n = 190,000); AID 1009;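 further: 0% = no compound tracer wells and 100% = peptide blocker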
# Target sequence (Q07820 whole entry, looked up): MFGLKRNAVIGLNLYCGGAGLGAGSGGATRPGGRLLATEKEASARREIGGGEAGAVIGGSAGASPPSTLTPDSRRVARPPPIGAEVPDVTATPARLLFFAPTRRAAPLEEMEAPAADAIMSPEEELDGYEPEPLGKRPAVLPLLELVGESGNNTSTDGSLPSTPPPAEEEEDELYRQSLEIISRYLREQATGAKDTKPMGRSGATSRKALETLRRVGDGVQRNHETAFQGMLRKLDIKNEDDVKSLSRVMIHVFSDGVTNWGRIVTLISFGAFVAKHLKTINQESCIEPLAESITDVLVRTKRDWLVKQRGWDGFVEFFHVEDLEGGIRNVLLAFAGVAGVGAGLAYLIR
# RGS4-Gao reg: human RGS4-Galphao interaction regulation; AID 1415; P09471; actives 0.33% (n = 220,000); Multiplexed bead flow cytometry, RGS4-Galphao binding; actives lie on both sides; binding response (% of control), % at 10 µM; in the data active means binding response below about 49% or above about 150%; inactive means in between;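 further: fluorescent Galphao activated with aluminum fluoride binding bead-coupled RGS4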
# Bcl-B Bim block: disrupts Bim peptide binding to human Bcl-B; bead-based flow cytometry; inhibition, % at 10 µM; actives 0.073% (n = 190,000);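 further: 0% = tracer peptide without compound and 100% = reference inhibitor peptide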
# Mcl1 Bid PPI: Mcl-1/Bid interaction inhibition | Q07820 | AID 1021 | TR-FRET Mcl-1/Bid-Dy647 peptide binding, 1536-well | actives 0.97% (n = 220,000) | inhibition, % at 21.7 µM;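 active means compounds that cut the binding signal by more than half at the single screening dose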;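 further: His-tagged Mcl-1 with europium anti-His antibody binding Bid BH3 peptide; 0% = Mcl-1 plus peptide wells and 100% = peptide-only wells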
# Bcl-XL Bim block: human Bim-Bcl-XL interaction inhibition; Q07817; Bim peptide-Bcl-XL binding, bead flow cytometry, fluorescence; inhibition, % at 10 µM; actives 0.04% (n = 190,000); AID 1007
# GSH bead fluor: compound fluoresces at 488/530 nm on GSH beads. GSH beads flow cytometry, compound fluorescence 488/530 nm; active compounds read high. fluorescence (KMESF) at 10 µM. actives 0.25% (n = 190,000). AID 1776; in the data active means fluorescence above about 89;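 further: glutathione beads carrying GST-tagged Bcl family fusion proteins plus one bare bead set; values are compound well signal with DMSO vehicle wells as background; inactives centre near 16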
# Bim-Bcl-W: inhibitors of Bim-Bcl-W interaction, human; actives 0.02% (n = 190,000); inhibition, % at 10 µM; AID 952; bead-based flow cytometry, Bim peptide-Bcl-W binding;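 further: 0% = bound tracer without compound and 100% = peptide blocker; higher means less fluorescent Bim peptide bound to Bcl-W beads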
# * = called active by the depositor; ? = inconclusive. Unless noted, no stated cut-off is given here; in the data, active means inhibition above about 40%. The order is random (roughly 1.8% active in at least one column).
Compound,RGS7-Gao reg,Bcl-2 Bim block,Bfl-1 Bim block,RGS8-Gao,Bim-Mcl-1,RGS4-Gao reg,Bcl-B Bim block,Mcl1 Bid PPI,Bcl-XL Bim block,GSH bead fluor,Bim-Bcl-W
COC(=O)c1cc(O)c(O)c(O)c1,94,1,4,95,0,97,-16,-25,-1,17,-3
CC1CCCC(NC(=O)Nc2cccs2)C1C (stereo not drawn),108,1,0,101,-2,107,-4,-41,-2,19,-3
Cc1ccc(-c2cc(=O)c3ccc(Cl)cc3[nH]2)cc1,94,-3,-7,98,-3,97,-4,1,-5,20,-1
CCC(=O)Nc1cccc(NC(=O)c2ccccc2Cl)c1,91,1,-2,96,1,95,-2,-7,1,13,-1
Cc1ccccc1OCC(=O)N/N=C/c1ccc(N(C)C)cc1,?,5,0,100,1,99,-2,-14,-1,11,5
CCOC(=O)CSc1nc2cc(C(=O)N3CCC(C(N)=O)CC3)ccc2c(=O)n1-c1ccccc1,103,-7,-13,102,0,109,-8,5,-2,12,0
N#CCC(=O)Nc1ccc(C(=O)OCC(=O)c2ccc3c(c2)OCCO3)cc1,102,-5,0,100,1,102,0,-26,-1,22,-3
COc1ccc(C(=O)Nc2ccncc2)cc1OC,101,-1,-6,98,1,101,-7,-8,0,24,3
Cc1ccc(C(=O)N2CC3(C(C)C)CN(C(=O)c4ccc(C)cc4)CC(C(C)C)(C2)C3=O)cc1,102,-5,-5,100,-2,105,-5,4,-2,15,-3
Cc1cccc(N(CC(=O)Nc2c(C)n(C)n(-c3ccccc3)c2=O)S(C)(=O)=O)c1,95,-1,-3,100,-2,91,-1,99*,-1,24,-1
OC(COc1ccc(CN2CCCCO2)cc1)CN1CCCCC1 (stereo not drawn),95,-4,-4,96,1,96,-2,-14,-2,11,0
O=C(Cn1cnc2ccccc21)N/N=C/c1cccs1,98,-9,-16,101,-2,101,-8,-1,-4,11,-1
O=C1c2ccccc2NC(c2ccc(O)cc2)N1/N=C/c1ccc(O)cc1 (stereo not drawn),100,1,4,110,3,99,5,-50,3,7,1
C#CCOCCOCCOCCNc1nc(N2CCN(C(=O)[C@H](CCCCN)n3cc([C@@H](N)CO)nn3)CC2)nc(N2CCN(C(=O)[C@H](Cc3cc4ccccc4[nH]3)n3cc([C@@H](N)Cc4ccc(O)cc4)nn3)CC2)n1,108,-5,-5,104,-3,106,-10,43,-7,22,-3
COc1cccc2cc3c(=O)oc4ccccc4c3nc12,104,-1,-3,98,0,102,1,-12,0,7,0
CC(=O)N1CC2(c3ccccc3)CN(C(C)=O)CC(c3ccccc3)(C1)C2=O,106,-4,-4,101,-1,101,-5,8,-1,14,-1
CCc1ccc(C(=O)COc2ccc(NC(C)=O)cc2)cc1,101,-6,-10,104,0,102,-8,-6,-3,14,1
Cn1c(SCC(=O)Nc2ccc3c(c2)OCCO3)nnc1-c1ccco1,100,-9,-10,100,-5,95,-8,-20,-7,24,-1
Cc1nc2ncnn2c(C)c1CCC(=O)NCc1ccco1,98,0,-2,99,-3,99,0,-18,-5,17,-4
CCn1c(CNc2ccc(Cl)cc2)nnc1SCC(=O)NCc1ccccc1,104,-8,-1,102,-5,100,-3,-13,-3,16,-1
CCc1sc(C(=O)Nc2ccc(NC(C)=O)cc2)cc1C,101,-6,-3,101,-2,100,-5,7,-7,9,-4
COc1cc(CNCc2ccccn2)ccc1OCC(=O)NC(C)(C)C,100,-3,-2,103,3,103,0,13,-3,10,4
Cc1ccc2nc(NC(=O)C(NS(=O)(=O)c3cccc4nsnc34)C(C)C)sc2c1 (stereo not drawn),98,-7,-8,102,-1,100,-10,-4,-2,25,0
NC(=O)c1cccn1Cc1cccc(Cl)c1,100,-10,-22,98,-4,97,-12,-24,-11,24,-4
C=CCn1c(SCC(N)=O)nc2scc(-c3ccc(C)o3)c2c1=O,103,-6,-7,105,0,100,-4,-27,-5,15,-1
CC(=O)Nc1cccc(C(=O)N/N=C/c2ccc(F)cc2)c1,102,-3,-1,109,-4,104,1,6,-1,12,1
O=C(Oc1ccccc1)c1cc2ccccc2oc1=O,110,2,0,115,4,115,0,12,1,20,6
CC(=O)NC(CCS(C)(=O)=O)C(=O)Nc1cccc(C(C)=O)c1 (stereo not drawn),98,-8,-13,96,1,99,-7,-1,-8,26,-1
CC(C)c1ccc(C2C(C#N)=C(N)N3C(=C2C#N)Sc2ccccc23)cc1 (stereo not drawn),103,2,2,102,2,102,4,-54,4,15,1
Cc1ccccc1NC(=O)N1CCN(c2ncccn2)CC1,99,0,-2,99,0,99,-1,14,-1,17,0
COc1ccc(NS(=O)(=O)c2ccc(SC)cc2)cc1,95,-7,-3,101,-5,100,-5,-16,-2,38,-7
O=C1/C(=C/c2ccc(C(=O)O)cc2)CCC/C1=C\c1ccc(C(=O)O)cc1,97,2,1,99,2,98,4,-5,-1,7,1
C/C(=N\NC(=S)NC(C)C)c1ccc(-n2ccnc2)cc1,106,-3,-3,125,-2,107,-3,-5,-4,17,-2
CCn1c(Cc2ccccc2)nnc1SCC(=O)Nc1ccc(OC)cc1,94,-1,-2,99,-1,94,-3,-3,-4,11,-4
O=C(c1cccc(N2C(=O)c3ccccc3C2=O)c1)N1CCCCCC1,98,5,3,98,-1,101,0,-9,0,66,0
O=C(CSC1=NCCN1)Nc1cccc([N+](=O)[O-])c1,100,0,-5,100,-1,100,1,-40,0,9,1
COc1ccc(-c2nnn(CC(=O)N(Cc3cccs3)C(C)C(=O)NC3CCCC3)n2)cc1OC (stereo not drawn),106,-9,-11,108,0,107,-11,-6,-4,26,0
CN(C)c1nc(N2CCOCC2)nc(N(c2ccccc2)c2ccccc2)n1,104,-6,-12,100,-8,101,-5,-9,-27,266*,-1
NC(=O)CSc1nnc(Cc2csc(Nc3ccccc3)n2)n1Cc1ccccc1,102,0,-2,100,-2,99,-10,-43,-5,24,-6
CCOC(=O)CCc1n[nH]c(=O)[nH]c1=O,100,0,-2,102,-2,101,-1,-6,-1,20,-1
O=C1NC(=NCc2ccccc2)S/C1=C/c1ccc(O)cc1,102,-6,-13,102,-4,104,-12,-20,-7,8,-4
O=C(c1ccc(F)cc1)C(CCCCCC(CN1CCOCC1)C(=O)c1ccc(F)cc1)CN1CCOCC1 (stereo not drawn),140,-1,-1,100,0,108,-1,17,-2,21,-1
COc1ccc(Br)cc1CNC(C)c1ccccc1 (stereo not drawn),101,-4,0,106,-2,104,-9,-24,0,5,1
CCCN1CCN(c2nc(-c3cccs3)nc3ccccc23)CC1,101,0,0,103,-2,103,-2,-11,-2,4,-3
O=S(=O)(NC1CCCCC1Oc1ccccc1)c1ccc(Cl)cc1 (stereo not drawn),105,-3,3,104,-4,106,-6,4,-6,9,-3
FC(F)(F)c1cc(-c2cccs2)nc(N2CCOCC2)n1,99,-12,-19,99,-5,100,-11,-5,-4,35,-3
Nc1cc(=O)[nH]c(SCC(=O)Nc2ncc(C(F)(F)F)cc2Cl)n1,92,-2,-4,96,0,96,-5,-14,-3,15,-1
CCn1c(SCc2c(Cl)cccc2Cl)nnc1-c1nn(-c2ccccc2)ccc1=O,101,-4,0,101,0,99,0,-3,2,8,1
CCOC(=O)C1=C(N)n2c(s/c(=C\c3ccco3)c2=O)=C(C(=O)OCC)C1c1ccco1 (stereo not drawn),99,0,5,98,-1,100,0,-2,1,15,3
CCCCCCCC(=O)NNC(=O)c1ccc(F)cc1,92,-2,0,90,-4,89,-4,-29,0,11,-5
COc1ccccc1-n1cnnc1SCc1csc(-c2ccccc2)n1,98,-3,-15,99,1,99,-5,-28,0,17,3
COc1ccc(NC(=O)C(C)SCc2ccccc2)cc1OC (stereo not drawn),103,-8,-19,98,-9,99,-16,-2,-14,20,-10
Cn1c(SCC(=O)N2CCN(c3ccccc3)CC2)nnc1-c1ccncc1,101,-4,-3,105,-6,100,-8,-12,-8,15,-7
CC(C)(C)c1ccc(SCC(N)=O)cc1,100,-4,-15,101,-3,100,-6,-39,-3,30,-1
Clc1ccc(-c2c[n+](Cc3cccc(Cl)c3)c3n2CCC3)cc1,111,4,3,106,-2,98,0,-17,0,12,-1
O=C(NCCN1CCOCC1)C1CCC(CNS(=O)(=O)c2ccc(Cl)cc2)CC1 (stereo not drawn),103,-6,-9,103,-5,102,-6,-7,-13,31,-3
Cc1ccc(C(C)C)c(OCc2nnc(SCC(=O)Nc3nccs3)n2C)c1,99,-7,-10,100,2,97,-9,0,-5,12,1
O=C(Nc1cccc(O)c1)C(=O)Nc1ccccn1,94,-3,-2,99,-2,94,-5,-28,-4,9,-1
CSc1ccc(CNCC(O)c2ccccc2)cc1 (stereo not drawn),?,-3,-2,108,1,111,-3,-9,-3,15,-1
O=S(=O)(Nc1cccc2ccccc12)N1CCCC1,96,-1,-2,98,0,97,2,-8,1,27,1

# Another view of part of the listing above:
CCCN1CCN(c2nc(-c3cccs3)nc3ccccc23)CC1
  RGS7-Gao reg = 101
  Bcl-2 Bim block = 0
  Bfl-1 Bim block = 0
  RGS8-Gao = 103
  Bim-Mcl-1 = -2
  RGS4-Gao reg = 103
  Bcl-B Bim block = -2
  Mcl1 Bid PPI = -11
  Bcl-XL Bim block = -2
  GSH bead fluor = 4
  Bim-Bcl-W = -3
Nc1cc(=O)[nH]c(SCC(=O)Nc2ncc(C(F)(F)F)cc2Cl)n1
  RGS7-Gao reg = 92
  Bcl-2 Bim block = -2
  Bfl-1 Bim block = -4
  RGS8-Gao = 96
  Bim-Mcl-1 = 0
  RGS4-Gao reg = 96
  Bcl-B Bim block = -5
  Mcl1 Bid PPI = -14
  Bcl-XL Bim block = -3
  GSH bead fluor = 15
  Bim-Bcl-W = -1

# The results go on:
Compound,RGS7-Gao reg,Bcl-2 Bim block,Bfl-1 Bim block,RGS8-Gao,Bim-Mcl-1,RGS4-Gao reg,Bcl-B Bim block,Mcl1 Bid PPI,Bcl-XL Bim block,GSH bead fluor,Bim-Bcl-W
O=S(=O)(c1ccc(F)cc1)N1CCC(O)(c2ccc3c(c2)OCO3)CC1,105,-6,-13,103,1,105,-8,-3,0,19,-4
Cc1nc(N2CCN(Cc3ccc4c(c3)OCO4)CC2)nc2c1C(=O)CC(c1ccco1)C2 (stereo not drawn),99,-10,0,109,-2,110,-10,-5,-5,25,-3
CC1CCN(S(=O)(=O)c2cc(Br)cc(C(=O)NC3=NCCS3)c2)CC1,105,-10,-12,105,-6,104,-9,10,-3,31,0
COc1cc(S(=O)(=O)NC(C)C)ccc1Cl,94,-5,-7,96,2,96,-1,-16,2,12,2
CN(C)CCCN(C(=O)c1ccco1)c1nc2c(F)cc(F)cc2s1,105,-5,-8,102,-2,102,-9,-22,-3,16,-2
COc1ccc(C(=O)N/C(=C\c2ccccc2)C(=O)NC(CC(C)C)C(=O)O)cc1 (stereo not drawn),94,-11,-8,98,-4,97,-2,-3,-6,12,-4
COCCOc1ccc(C(F)(F)F)cc1NC(=O)c1ccccc1F,101,-5,-11,103,2,74,-4,-17,-2,13,0
COc1ccccc1N1CCN(c2nnc(-c3ccc(F)cc3)c3ccccc23)CC1,96,-2,0,95,-2,96,-5,20,-4,20,-1
COc1cc(/C=C2/NC(=O)NC2=O)cc(Br)c1OCc1ccccc1,99,-2,-7,98,0,101,-9,-22,-3,17,-2
O=C(O)c1cccc(NC(=O)C23CC4CC(C2)CC(n2cnc(Cl)n2)(C4)C3)c1,100,1,-3,92,0,92,0,-11,-1,8,-2

# Screening results (PubChem)
